Assay outcomes as filed in PubChem BioAssay.
CXXC DNA block: blocks binding of human MLL CXXC domain to DNA; Q03164; MLL-CXXC / FITC-HOXA9 DNA fluorescence polarization; Potency, µM (titrated, usually from 115 µM), for the others: at the highest dose activity change, negative = inhibition, usual class: inhibitors; actives 0.037% (n = 290,000); AID 2662; active means well fitted inhibition curve with a large enough effect in the polarisation, with a control signal flat, not every such curve was filed as active; inconclusive means small, poorly fitted or top-dose-only effect, or effect the other way, or a change in a side signal; inactive means no such curve, though single readings can be large or run the other way; the % refers to the polarisation
Target sequence (Q03164 whole entry, looked up, the tested form may be a part): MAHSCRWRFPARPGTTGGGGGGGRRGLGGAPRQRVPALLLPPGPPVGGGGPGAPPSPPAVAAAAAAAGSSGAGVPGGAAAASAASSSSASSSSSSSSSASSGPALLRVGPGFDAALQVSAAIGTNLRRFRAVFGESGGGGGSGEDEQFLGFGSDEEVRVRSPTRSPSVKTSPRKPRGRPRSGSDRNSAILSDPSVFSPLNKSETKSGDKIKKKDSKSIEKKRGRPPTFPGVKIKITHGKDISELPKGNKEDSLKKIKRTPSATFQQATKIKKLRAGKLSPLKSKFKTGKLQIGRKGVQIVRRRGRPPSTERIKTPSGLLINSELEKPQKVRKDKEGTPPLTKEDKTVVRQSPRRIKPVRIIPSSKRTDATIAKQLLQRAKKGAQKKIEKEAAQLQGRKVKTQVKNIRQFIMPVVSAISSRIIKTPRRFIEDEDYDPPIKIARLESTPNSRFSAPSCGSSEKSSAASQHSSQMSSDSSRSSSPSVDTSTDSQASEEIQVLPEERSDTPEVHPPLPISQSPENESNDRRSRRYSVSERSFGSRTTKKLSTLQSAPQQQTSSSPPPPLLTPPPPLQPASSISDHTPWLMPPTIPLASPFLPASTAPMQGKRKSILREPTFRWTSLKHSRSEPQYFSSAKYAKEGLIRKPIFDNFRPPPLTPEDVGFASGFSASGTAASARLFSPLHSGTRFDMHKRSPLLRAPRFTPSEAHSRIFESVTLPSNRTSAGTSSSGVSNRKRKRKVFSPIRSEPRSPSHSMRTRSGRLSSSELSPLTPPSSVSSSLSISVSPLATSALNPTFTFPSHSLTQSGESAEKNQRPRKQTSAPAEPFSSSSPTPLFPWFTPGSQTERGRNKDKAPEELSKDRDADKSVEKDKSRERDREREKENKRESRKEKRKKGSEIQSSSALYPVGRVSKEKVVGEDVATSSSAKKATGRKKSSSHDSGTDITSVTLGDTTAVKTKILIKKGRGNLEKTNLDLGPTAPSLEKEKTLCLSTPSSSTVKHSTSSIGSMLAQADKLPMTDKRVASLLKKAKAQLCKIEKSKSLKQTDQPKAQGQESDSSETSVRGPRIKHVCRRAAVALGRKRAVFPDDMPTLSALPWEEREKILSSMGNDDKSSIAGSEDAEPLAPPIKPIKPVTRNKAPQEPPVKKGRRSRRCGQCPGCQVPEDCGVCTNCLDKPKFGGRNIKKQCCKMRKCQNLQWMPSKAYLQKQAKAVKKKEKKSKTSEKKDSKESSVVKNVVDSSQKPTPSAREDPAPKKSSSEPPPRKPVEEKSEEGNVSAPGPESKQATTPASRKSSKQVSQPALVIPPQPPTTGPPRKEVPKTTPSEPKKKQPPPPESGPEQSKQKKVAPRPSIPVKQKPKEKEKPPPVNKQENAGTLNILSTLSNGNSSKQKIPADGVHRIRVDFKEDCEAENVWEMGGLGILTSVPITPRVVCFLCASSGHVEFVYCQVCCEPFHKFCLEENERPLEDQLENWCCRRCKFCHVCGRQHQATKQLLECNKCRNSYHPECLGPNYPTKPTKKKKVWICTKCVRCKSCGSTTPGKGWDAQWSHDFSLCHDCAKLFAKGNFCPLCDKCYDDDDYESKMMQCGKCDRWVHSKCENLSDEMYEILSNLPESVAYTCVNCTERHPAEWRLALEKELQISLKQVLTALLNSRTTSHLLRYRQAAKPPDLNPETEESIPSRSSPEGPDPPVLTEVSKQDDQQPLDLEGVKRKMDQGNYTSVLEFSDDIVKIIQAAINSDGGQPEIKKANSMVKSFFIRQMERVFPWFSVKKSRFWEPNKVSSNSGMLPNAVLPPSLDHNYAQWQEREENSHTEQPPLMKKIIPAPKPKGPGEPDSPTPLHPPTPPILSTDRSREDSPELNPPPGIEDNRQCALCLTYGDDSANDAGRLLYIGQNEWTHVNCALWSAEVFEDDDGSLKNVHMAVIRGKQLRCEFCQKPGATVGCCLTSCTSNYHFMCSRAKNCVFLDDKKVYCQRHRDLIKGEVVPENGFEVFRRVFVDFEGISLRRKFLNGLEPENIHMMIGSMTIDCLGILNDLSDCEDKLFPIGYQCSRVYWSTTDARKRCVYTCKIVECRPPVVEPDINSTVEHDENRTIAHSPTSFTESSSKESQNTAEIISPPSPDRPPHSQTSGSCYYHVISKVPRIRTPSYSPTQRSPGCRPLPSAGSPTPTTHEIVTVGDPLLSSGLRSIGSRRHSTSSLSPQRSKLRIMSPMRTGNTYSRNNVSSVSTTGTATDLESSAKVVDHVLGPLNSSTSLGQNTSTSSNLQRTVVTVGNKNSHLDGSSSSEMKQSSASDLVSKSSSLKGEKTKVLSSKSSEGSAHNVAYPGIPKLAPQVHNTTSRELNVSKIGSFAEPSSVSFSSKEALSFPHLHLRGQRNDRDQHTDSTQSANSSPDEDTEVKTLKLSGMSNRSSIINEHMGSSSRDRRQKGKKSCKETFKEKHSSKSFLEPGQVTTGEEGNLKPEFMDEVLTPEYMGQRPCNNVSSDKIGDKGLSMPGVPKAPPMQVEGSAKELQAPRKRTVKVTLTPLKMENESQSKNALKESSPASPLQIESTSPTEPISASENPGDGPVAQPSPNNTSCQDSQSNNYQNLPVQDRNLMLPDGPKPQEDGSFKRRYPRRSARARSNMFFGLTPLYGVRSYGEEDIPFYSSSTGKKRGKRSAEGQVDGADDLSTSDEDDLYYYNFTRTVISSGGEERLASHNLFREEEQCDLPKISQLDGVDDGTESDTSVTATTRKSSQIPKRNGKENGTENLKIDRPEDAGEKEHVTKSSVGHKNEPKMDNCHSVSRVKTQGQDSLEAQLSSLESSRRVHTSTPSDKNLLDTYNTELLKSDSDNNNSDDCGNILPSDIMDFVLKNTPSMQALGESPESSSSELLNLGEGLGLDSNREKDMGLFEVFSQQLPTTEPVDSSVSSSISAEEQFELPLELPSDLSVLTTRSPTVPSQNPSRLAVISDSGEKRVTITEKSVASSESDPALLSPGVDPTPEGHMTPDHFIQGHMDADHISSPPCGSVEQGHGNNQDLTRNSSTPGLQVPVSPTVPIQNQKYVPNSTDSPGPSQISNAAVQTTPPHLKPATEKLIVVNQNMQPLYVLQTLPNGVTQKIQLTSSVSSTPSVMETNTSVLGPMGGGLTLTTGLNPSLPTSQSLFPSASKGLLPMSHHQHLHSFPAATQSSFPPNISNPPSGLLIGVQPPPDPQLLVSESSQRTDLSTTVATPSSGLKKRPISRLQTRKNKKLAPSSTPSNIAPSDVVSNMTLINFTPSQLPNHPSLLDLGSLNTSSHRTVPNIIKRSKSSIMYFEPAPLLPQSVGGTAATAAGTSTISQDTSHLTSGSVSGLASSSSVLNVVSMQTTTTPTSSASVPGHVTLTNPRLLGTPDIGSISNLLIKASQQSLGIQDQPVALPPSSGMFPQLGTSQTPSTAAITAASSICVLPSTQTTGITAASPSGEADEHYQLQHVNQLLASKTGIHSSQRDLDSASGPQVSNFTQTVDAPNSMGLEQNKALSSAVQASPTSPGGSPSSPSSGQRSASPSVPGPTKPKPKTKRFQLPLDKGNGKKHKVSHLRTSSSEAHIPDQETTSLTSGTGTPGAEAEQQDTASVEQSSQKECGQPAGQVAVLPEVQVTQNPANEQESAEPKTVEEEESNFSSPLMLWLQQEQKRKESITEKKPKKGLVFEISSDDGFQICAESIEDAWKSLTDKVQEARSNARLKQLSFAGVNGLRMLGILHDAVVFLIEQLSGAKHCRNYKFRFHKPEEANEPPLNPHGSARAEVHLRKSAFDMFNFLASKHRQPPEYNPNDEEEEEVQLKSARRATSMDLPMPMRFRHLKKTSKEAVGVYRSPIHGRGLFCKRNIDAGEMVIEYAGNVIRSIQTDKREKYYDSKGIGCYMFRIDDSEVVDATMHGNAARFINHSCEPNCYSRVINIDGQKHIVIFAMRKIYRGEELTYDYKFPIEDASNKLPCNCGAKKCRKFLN
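Steps: dispense CXXC domain solution (7 uM) → pin compounds or unlabeled HOX-A9 DNA control → 5 min ambient → add FLSN-HOX-A9 solution (50 nM) → spin → 30 min ambient → fluorescence polarization. Tris pH 7.5/NaCl/DTT/BSA buffer.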
An asterisk follows results filed as active; ? = inconclusive; & = joins results of further samples; [ ] = dose if it differs, or a comment. Potency means the concentration at half of the fitted maximal effect. Only part of the results is shown, so the mix of outcomes need not match the whole.

no. | CXXC DNA block | smiles
1 | 7% | COC(=O)C[C@](O)(CCCC(C)(C)O)C(=O)O[C@@H]1C(OC)=C[C@]23CCCN2CCc2cc4c(cc2[C@H]13)OCO4
2 | -8% | CC(N)=NCCCC[C@@H](N)C(=O)O
3 | 0% | C[C@H](CCCC(C)(C)O)[C@H]1CC[C@H]2[C@@H]3CC=C4C[C@@H](O)CC[C@]4(C)[C@H]3CC[C@]12C
4 | 6% | CCCCCN(C)CCC(O)(P(=O)(O)O)P(=O)(O)O
5 | 4% | CCCCCCCCCCOc1cc2c(=O)c(C(=O)OCC)c[nH]c2cc1OCC
6 | -6% | CC(=O)SC1CC2=CC(=O)CC[C@]2(C)C2CC[C@@]3(C)[C@@H](CC[C@@]34CCC(=O)O4)C12 (some centres not stated)
7 | 1% | CC1CC(OC(=O)c2ccccc2O)CC(C)(C)C1 (configuration not stated)
8 | 3% | O=C(O)c1ccc(N[C@@H]2OC[C@@H](O)[C@@H](O)[C@@H]2O)cc1
9 | 4% | N[C@H](C(=O)O)[C@H]1C[C@@H]1C(=O)O
10 | 22% | O=c1ccn([C@@H]2O[C@H](COP(=O)(O)OP(=O)(O)O)[C@@H](O)[C@H]2O)c(=O)[nH]1
11 | -1% | C[Si](C)(C)O[Si](C)(C)C
12 | -7% | O=C(O)CN(CCN(CC(=O)O)CC(=O)O)CC(=O)O
13 | 26% | CC(C)C1NC(=O)[C@H](CCCCN)NC(=O)[C@@H](Cc2c[nH]c3ccccc23)NC(=O)[C@H](Cc2ccc(O)cc2)NC(=O)[C@H](C)N(C)C(=O)[C@H](Cc2ccccc2)NC1=O (some centres not stated)
14 | -3% | COc1ccc2[nH]c(S(=O)Cc3ncc(C)c(OC)c3C)nc2n1 (configuration not stated)
15 | 7% | O=C(O)C1CCNCC1
16 | -1% | COc1ccccc1NC(=O)Nc1nc(-c2cccnc2)nc2ccccc12
17 | -3%[51.4 µM] | CC(=O)[C@H]1CC[C@H]2[C@@H]3C=CC4=CC(=O)CC[C@@]4(C)[C@H]3CC[C@]12C
18 | -1% | NCCCC(O)(P(=O)(O)O)P(=O)(O)O
19 | -9% | CC(C)(O)c1ccccc1CC[C@H](SCC1(CC(=O)O)CC1)c1cccc(/C=C/c2ccc3ccc(Cl)cc3n2)c1
20 | -10% | CC(O)CCCCn1c(=O)c2c(ncn2C)n(C)c1=O (configuration not stated)
21 | -16% | C=C/C(C)=C/[C@@]1(C)SC(=O)C(C)=C1O
22 | 5% | O=c1cc[nH]c(=S)[nH]1
23 | -4% | COc1ccc(-c2noc(CC(=O)O)c2-c2ccc(OC)cc2)cc1
24 | -5% | CCC(C)C(=O)OC1CC(O)C=C2C=CC(C)C(CCC(O)CC(O)CC(=O)O)C21 (configuration not stated)
25 | 1% | Cc1c(C)c2c(c(C)c1OC(=O)c1cccnc1)CC[C@@](C)(CCC[C@H](C)CCC[C@H](C)CCCC(C)C)O2
26 | 13% | O=C(O)[C@H](CC(=O)N1C[C@H]2CCCC[C@H]2C1)Cc1ccccc1
27 | ? | Cc1nc(N=Nc2ccc(C(=O)O)cc2)c(COP(=O)(O)O)c(C=O)c1O
28 | -2% | Cc1ccc(C(=O)O[C@H](C(=O)O)[C@@H](OC(=O)c2ccc(C)cc2)C(=O)O)cc1 (tested in a mixture with another compound)
29 | 3% | CN(Cc1ccccc1)Cc1ccccc1
30 | 1% | CC(C)(C)c1ccc(CN2CCN([C@H](c3ccccc3)c3ccc(Cl)cc3)CC2)cc1

An excerpt of these results, as a markdown table.
| item | mol | CXXC DNA block |
| --- | --- | --- |
| 1 | COC(=O)C[C@](O)(CCCC(C)(C)O)C(=O)O[C@@H]1C(OC)=C[C@]23CCCN2CCc2cc4c(cc2[C@H]13)OCO4 | 7% |
| 2 | CC(N)=NCCCC[C@@H](N)C(=O)O | -8% |
| 3 | C[C@H](CCCC(C)(C)O)[C@H]1CC[C@H]2[C@@H]3CC=C4C[C@@H](O)CC[C@]4(C)[C@H]3CC[C@]12C | 0% |
| 4 | CCCCCN(C)CCC(O)(P(=O)(O)O)P(=O)(O)O | 6% |
| 5 | CCCCCCCCCCOc1cc2c(=O)c(C(=O)OCC)c[nH]c2cc1OCC | 4% |
| 6 | CC(=O)SC1CC2=CC(=O)CC[C@]2(C)C2CC[C@@]3(C)[C@@H](CC[C@@]34CCC(=O)O4)C12 (some centres not stated) | -6% |
| 7 | CC1CC(OC(=O)c2ccccc2O)CC(C)(C)C1 (configuration not stated) | 1% |
| 8 | O=C(O)c1ccc(N[C@@H]2OC[C@@H](O)[C@@H](O)[C@@H]2O)cc1 | 3% |
| 9 | N[C@H](C(=O)O)[C@H]1C[C@@H]1C(=O)O | 4% |
| 10 | O=c1ccn([C@@H]2O[C@H](COP(=O)(O)OP(=O)(O)O)[C@@H](O)[C@H]2O)c(=O)[nH]1 | 22% |
| 11 | C[Si](C)(C)O[Si](C)(C)C | -1% |
| 12 | O=C(O)CN(CCN(CC(=O)O)CC(=O)O)CC(=O)O | -7% |
| 13 | CC(C)C1NC(=O)[C@H](CCCCN)NC(=O)[C@@H](Cc2c[nH]c3ccccc23)NC(=O)[C@H](Cc2ccc(O)cc2)NC(=O)[C@H](C)N(C)C(=O)[C@H](Cc2ccccc2)NC1=O (some centres not stated) | 26% |
| 14 | COc1ccc2[nH]c(S(=O)Cc3ncc(C)c(OC)c3C)nc2n1 (configuration not stated) | -3% |
| 15 | O=C(O)C1CCNCC1 | 7% |
| 16 | COc1ccccc1NC(=O)Nc1nc(-c2cccnc2)nc2ccccc12 | -1% |
| 17 | CC(=O)[C@H]1CC[C@H]2[C@@H]3C=CC4=CC(=O)CC[C@@]4(C)[C@H]3CC[C@]12C | -3%[51.4 µM] |
| 18 | NCCCC(O)(P(=O)(O)O)P(=O)(O)O | -1% |
| 19 | CC(C)(O)c1ccccc1CC[C@H](SCC1(CC(=O)O)CC1)c1cccc(/C=C/c2ccc3ccc(Cl)cc3n2)c1 | -9% |
| 20 | CC(O)CCCCn1c(=O)c2c(ncn2C)n(C)c1=O (configuration not stated) | -10% |
| 21 | C=C/C(C)=C/[C@@]1(C)SC(=O)C(C)=C1O | -16% |

Next part.
no. | CXXC DNA block | smiles
31 | -2%[51.4 µM] | C[C@@]12C(=O)OC(=O)[C@]1(C)[C@H]1CC[C@@H]2O1
32 | -1% | CC(N)CCCC(C)(C)O (configuration not stated)
33 | -1% | O=P(O)(O)C(O)(Cn1ccnc1)P(=O)(O)O
34 | -11% | Cc1cnc(C(=O)O)cn1
35 | 2% | CCCCCOC(=O)Nc1nc(=O)n(C2O[C@H](C)[C@@H](O)[C@@H]2O)cc1F (some centres not stated)
36 | 6% | CC(C)(C)C(=O)NCCCC(=O)O
37 | -12% | CC1(C(=O)O)CCC2(C)CCC3(C)C(=CC(=O)C4C5(C)CCC(O)C(C)(C)C5CCC43C)C2C1 (configuration not stated)
38 | -3% | CC(C)CCCC(C)C1CC(=O)C2=C3CCC4CC(O)CCC4(C)C3CCC21C (configuration not stated)
39 | 47%[activator] | O=c1onc2cnc3ccccc3n12
40 | -3%[51.4 µM] | CCN1CCC[C@@H](OC(=O)C(c2ccccc2)c2ccccc2)C1
41 | 2% | OCC1O[C@@H](O[C@@H]2C(CO)OC(O)C(O)C2O)C(O)C(O)C1O (some centres not stated)
42 | -5% | CC(C)(C)c1ccc(C(=O)CCCN2CCC(OC(c3ccccc3)c3ccccc3)CC2)cc1
43 | 14% | CCC(C)CCCCC(=O)NC(CCN)C(=O)NC(C(=O)NC(CCN)C(=O)NC1CCNC(=O)C(C(C)O)NC(=O)C(CCN)NC(=O)C(CCN)NC(=O)C(CC(C)C)NC(=O)C(Cc2ccccc2)NC(=O)C(CCN)NC1=O)C(C)O (configuration not stated)
44 | 128%[activator] | CCN(CC)CCNC(=O)c1c(C)[nH]c(/C=C2\C(=O)Nc3ccc(F)cc32)c1C
45 | -2% | FC(F)(F)C(Cl)Br (configuration not stated)
46 | -1% | O=C(CN1CCNCC1)NC1CCCCC1
47 | -18% | O=C(Oc1cccc2cccnc12)c1ccccc1
48 | -10% | COc1ccccc1Oc1c(NS(=O)(=O)c2ccc(C(C)(C)C)cc2)nc(-c2ncccn2)nc1OCCO
49 | -7%&23% | NC(=O)NNc1ccccc1
50 | 14% | O=c1[nH]c(=O)n([C@H]2C[C@H](O)[C@@H](CO)O2)cc1/C=C/Br
51 | -4% | COC(=O)CC[C@H](N)C(=O)O
52 | -1% | CC(O)C(N)C(=O)O (configuration not stated)
53 | 1% | CCc1ccc2c(c1)N(C[C@H](C)CN(C)C)c1ccccc1S2
54 | -6% | NC[C@@H]1O[C@H](OC2[C@@H](CO)O[C@@H](OC3[C@H](O)[C@H](N)C[C@H](N)[C@H]3OC3O[C@H](CO)[C@@H](O)[C@H](O)[C@@H]3N)[C@H]2O)C(N)[C@H](O)[C@@H]1O (some centres not stated)
55 | 6% | c1ccc2sc(SSc3nc4ccccc4s3)nc2c1
56 | 1% | C#C[C@]1(O)CC[C@@H]2[C@H]3CCC4=CC(=O)CC[C@H]4[C@H]3C(=C)C[C@@]21CC
57 | -3% | CC12C=CC(=O)C=C1[C@@H](F)CC1C2C(O)CC2(C)C1CC[C@]2(O)C(=O)CO (some centres not stated)
58 | 0%[51.4 µM] | CCN[C@@H]1CN(CCCOC)S(=O)(=O)c2sc(S(N)(=O)=O)cc21
59 | -6% | Cc1cn([C@H]2CC(F)[C@@H](CO)O2)c(=O)[nH]c1=O (some centres not stated)
60 | 6% | CN(Cc1cc(Br)cc(Br)c1N)C1CCCCC1
61 | -1% | CCOc1nc2cccc(C(=O)O)c2n1Cc1ccc(-c2ccccc2-c2nn[nH]n2)cc1
62 | -2% | CC(=O)Oc1c(C)cc(OCC(O)CNC(C)C)c(C)c1C (configuration not stated)
63 | 1%[51.4 µM] | CN(C)[C@H]1C(=O)C(C(=O)NCN2CCCC2)=C(O)[C@]2(O)C(=O)C3=C(O)c4c(O)cccc4[C@@](C)(O)[C@H]3C[C@@H]12
64 | -7% | CC(C)(Oc1ccc(C2CCCc3ccccc32)cc1)C(=O)O (configuration not stated)
65 | -16% | CC(=O)O[C@H]1C[C@@H]2CCC3C(CC[C@@]4(C)[C@H]3C[C@H]([N+]3(C)CCCCC3)[C@@H]4OC(C)=O)[C@@]2(C)C[C@@H]1[N+]1(C)CCCCC1 (some centres not stated)
66 | 10% | O=C(CC1NCCC[C@H]1O)Cn1cnc2cc(Br)c(Cl)cc2c1=O (some centres not stated)
67 | 0% | CC(C)(CO)[C@@H](O)C(=O)NCCC(=O)NCCSSCCNC(=O)CCNC(=O)[C@H](O)C(C)(C)CO
68 | -9% | CCC(=O)NCCC1CCc2ccc3c(c21)CCO3 (configuration not stated)
69 | 0% | O=C(O)[C@H]1CN(C/C=C/P(=O)(O)O)CCN1
70 | -3%[51.4 µM] | C[C@H](O)[C@@H]1C(=O)N2C(C(=O)O)=C(SCCN=CN)C[C@@H]12
71 | 4% | CC1(O)CCC(C(C)(C)O)CC1 (configuration not stated)
72 | ? | C=Cc1c(C)/c2[n-]/c1=C\c1[n-]c(c(CC)c1C)/C=c1\[n-]c3c(c1C)C(=O)C(C(=O)[O-])C=3c1[n-]c(c(C)c1CCC(=O)[O-])\C=2.[Cu].[Na+].[Na+] (configuration not stated)
73 | 1% | CC(=O)O[C@]1(C(C)=O)CCC2C3CCC4=CC(=O)CCC4(C)C3(F)C(O)CC21C (some centres not stated)
74 | -11% | O=S(=O)(O)c1ccc(O)cc1
75 | -5% | COC(=O)c1c(-c2cc(OC)c(OC)c(OC)c2)c2ccnc(OCc3ncccn3)c2c(=O)n1Cc1ccnc(C)c1
76 | 27% | C[N+](C)(C)CCC(=O)c1cccc2ccccc12
77 | -3% | CC(C)CCOC(=O)c1ccc(N(C)C)cc1
78 | -25% | Nc1ccc(/C=C/c2ccc(N)cc2S(=O)(=O)O)c(S(=O)(=O)O)c1
79 | 14% | C[C@H](NCCc1ccc(O)cc1)[C@@H](O)c1ccc(O)cc1
80 | -5% | CCN(CC)CCOc1ccc(C(O)(Cc2ccc(Cl)cc2)c2ccc(C)cc2)cc1 (configuration not stated)
81 | -6% | CCCCCCCCCCCCCCCCCC(=O)OCC(C)O (configuration not stated)
82 | ? | O=C(O)c1ccccc1-c1c2ccc(=O)cc-2oc2cc(O)ccc12
83 | 5% | CCCCCCCCCCCCCCCCCC[N+](C)(C)CCC[Si](OC)(OC)OC
84 | 3% | NNc1nncc2ccccc12

Arranged by length of the SMILES (low to high): some entries from above
no. | CXXC DNA block | smiles
84 | 3% | NNc1nncc2ccccc12
62 | -2% | CC(=O)Oc1c(C)cc(OCC(O)CNC(C)C)c(C)c1C (configuration not stated)
80 | -5% | CCN(CC)CCOc1ccc(C(O)(Cc2ccc(Cl)cc2)c2ccc(C)cc2)cc1 (configuration not stated)
